Screening results from PubChem BioAssay.
DENV2 CPE = protects cells from dengue virus 2 cytopathic effect; DENV2-infected cells, cytopathic effect rescue, plate reader; CPE inhibition, % at 9.99 µM; 350,000 tested, 1.7% active; AID 651640; in the data active means CPE inhibition above about 20%, passing the limit was not always enough; inconclusive means no clear call, values can overlap the other calls; tested in BHK-21 cells;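 further: 0% = median of neutral control wells and 100% = median of positive control wells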
EWS-Fli block = blocks EWS/Fli oncoprotein-driven transcription; A673 NR0B1-luciferase reporter, viability-normalised; inhibition, % at 12.6 µM; 350,000 tested, 0.67% active;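 active means mean inhibition of at least 50% after viability correction, with every replicate also passing that limit; inconclusive means mean reaches 50% but only one of two replicates passes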;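 further: firefly luciferase signal divided by Alamar Blue viability fluorescence both relative to DMSO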
GSIS activator = primary screen for activators of insulin secretion dependent on glucose, INS-1E cells, GLuc reporter luminescence | 370,000 tested, 0.61% active | INS-1E GLuc reporter insulin secretion, 2-3 h | activation, % at 16.6 µM | AID 743287;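 active means lowest replicate activation of at least 40%, so every replicate reaches that level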;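 further: 0% = median of neutral control wells and 100% = median of IBMX positive control wells; some compounds called inactive have numbers as strong as hits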
ERp5 inh = ERp5 (human) disulfide isomerase inhibition | Q15084 | ERp5 insulin aggregation, absorbance 650 nm, 90 min | inhibition, % at 9.99 µM | 350,000 tested, 0.05% active;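 active means mean replicate inhibition above about 25%, with every replicate also reaching it, limit read from the data, passing the limit was not always enough; inconclusive means only one of those two criteria met; inactive means neither criterion met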
Target sequence (Q15084 whole entry, looked up): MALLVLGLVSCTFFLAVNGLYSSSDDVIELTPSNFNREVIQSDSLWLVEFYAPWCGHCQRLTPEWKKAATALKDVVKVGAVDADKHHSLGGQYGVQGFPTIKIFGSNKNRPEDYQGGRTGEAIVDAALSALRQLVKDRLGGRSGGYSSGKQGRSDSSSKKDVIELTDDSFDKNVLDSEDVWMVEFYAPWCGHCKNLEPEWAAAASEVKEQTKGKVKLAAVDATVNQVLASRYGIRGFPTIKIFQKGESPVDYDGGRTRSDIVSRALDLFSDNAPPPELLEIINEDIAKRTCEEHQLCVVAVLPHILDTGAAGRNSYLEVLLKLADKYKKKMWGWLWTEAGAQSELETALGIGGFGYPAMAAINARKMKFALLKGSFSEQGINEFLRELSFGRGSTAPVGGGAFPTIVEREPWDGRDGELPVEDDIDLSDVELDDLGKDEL
ARNT TACC3 PPI = disrupts binding between human ARNT and TACC3 | AID 623870 | AlphaScreen His-ARNT PAS-B/GST-TACC3 binding, luminescence; TACC3 fragment carries E629A point mutation | 390,000 tested, 0.66% active | inhibition, % at 9.99 µM;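 active means mean inhibition of replicates at least 50% and at least half of replicates each reaching 50%; inconclusive means half or more replicates reach 50% but mean below 50%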;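 further: 0% = complete ARNT plus TACC3 wells and 100% = ARNT alone without TACC3; many hits fall short of the cut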
PAX8 inh HTS = inhibitors of PAX8 transcriptional activity in RMG-I cells; RMG-I TPO-luciferase reporter, SteadyGlo, 24 h; inhibition, % at 12.6 µM; 360,000 tested, 1.2% active;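 active means mean replicate inhibition at least 60% with every replicate also reaching 60%; inconclusive means only one of the two criteria is met; inactive means mean below 60% and not all replicates reaching 60%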;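 further: luciferase light reporting Pax8 driven TPO promoter activity; plate controls were median of neutral control wells for no effect and mitoxantrone controls for full effect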
F508del corr = correctors of CFTR F508del function in bronchial epithelial cells. CFBE cells, YFP halide quenching; stimulated with forskolin plus potentiator P3; % fluorescence drop versus neutral controls. activity (quench increase), % at 7.58 µM. 350,000 tested, 0.36% active;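 active means mean added fluorescence quench of at least 8% versus neutral control, with both replicates also reaching 8%; inconclusive means only one of the mean or replicate conditions met; inactive means mean below 8% and not both replicates reaching 8%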;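 further: cells transiently co-express mutant CFTR-F508del with the halide-sensitive YFP; corrector assay measuring rescue of mutant channel to the surface after 24 h compound exposure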
Xi reactivation = X-chromosome reactivation activator | XiGFP mouse fibroblasts, % GFP-positive cells imaging, 3 d; cells co-treated with 5-aza-dC sensitizer; scaled so ellipticine positive control = 100% | activation, % at 7.58 µM | 360,000 tested, 0.055% active;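 active means mean normalized replicate activation at least 10% and every replicate at or above 10%; inconclusive means only one of the two criteria met; inactive means mean below 10% and not all replicates reach 10%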;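 further: 0% = median of on-plate neutral control wells and 100% = ellipticine 6 µM median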
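Material: SV40-immortalized XiGFP fibroblast cells, line 68-5-11 | Buffer or medium: DMEM containing 5-aza-dC | Dosing: One concentration, pinned | Times: 3 d treatment, 15 min room-temperature fixation | Controls: Ellipticine 6 µM positive control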
Active calls of the source: *; ? = inconclusive; / = not tested or not shown; & = joins results of further samples; ! = repeats disagree.

SMILES	DENV2 CPE	EWS-Fli block	GSIS activator	ERp5 inh	ARNT TACC3 PPI	PAX8 inh HTS	F508del corr	Xi reactivation
CC(C)C(=O)N1CCC(n2nccc2NC(=O)CCc2ccccc2)CC1	-6	-8	1	5	/	-1	2.2	0.0
COc1ccc(NC(=O)CNC(=O)Cc2ccccc2)cc1OC	5	-1	11	4	3	-22	-0.8	0.0
Cc1cc(C(=O)Nc2cccc3c2O[C@H](CN(C)C(=O)Nc2cccc4ccccc24)[C@@H](C)CN([C@H](C)CO)C3=O)n(C)n1	17	-3	15	-2	9	6	0.2	0.4
COCCN1C[C@@H](CO)O[C@@H](n2cnc3c(NC4CC4)ncnc32)C1	2	-7	14	-7	/	13	1.1	0.3
O=C(NCc1ccc2c(c1)OCO2)c1ccc(Br)s1	-8	-18	10	6	-5	-4	-1.3	0.0
O=C(Nc1nccs1)c1cccnc1	9	7	11	5	-4	-33	1.3	0.0
O=C(NCc1ccccc1)c1csc2c1CCCC2	-14	-1	11	4	-1	-48	2.0	-0.1
O=C(CN1CCN(CC(=O)Nc2ccccc2Cl)CC1)NCC1(N2CCCCC2)CCCCC1	-11	8	-14	-5	0	-11	-1.0	0.5
CSc1ccccc1C(=O)C1CCCN(C(=O)c2cccc(Cn3cccn3)c2)C1 (stereo not drawn)	6	0	1	-1	/	-1	-0.8	0.0
CCN(c1ccc(NC(=O)c2ccc(Cl)nc2)cc1)C(C)C	7	2	17	1	-2	15	0.2	0.2
C[C@H]1CN([C@@H](C)CO)C(=O)CCCn2nncc2CO[C@H]1CN(C)S(=O)(=O)c1ccc(Oc2ccccc2)cc1	30*!	-14&-3&-3	-25&-5	-3&-2&3	1&-2	-10&11	0.0&-2.4&-3.0	0.2&0.0
C[C@H]1CN([C@@H](C)CO)S(=O)(=O)c2ccc(C#Cc3ccccc3)cc2O[C@@H]1CN(C)C	-9	4	-4	16	-6	/	-0.5	-0.1
CS(=O)(=O)NCCCNc1ccc(C(F)(F)F)cc1[N+](=O)[O-]	-3	5	10	-5	3	-6	1.1	0.0
O=C(c1ccc(S(=O)(=O)N2CCCCC2)cc1)N1CCCC(C(F)(F)F)C1 (stereo not drawn)	-6	11	8	-1	-3	5	-0.6	-0.1
COc1ccccc1-c1ccc2c(c1)[C@H]1[C@H](CCN1S(=O)(=O)c1ccc(C)cc1)[C@@H](CO)N2	-24	0	-16	3	5	18	2.2	0.1
CN(C(=O)CN1C(=O)S/C(=C\c2ccccc2F)C1=O)C1CCS(=O)(=O)C1 (stereo not drawn)	0	/	18	-2	-1	10	-2.2	0.0
COCCCN(CC(=O)O)S(=O)(=O)c1cccc(Cl)c1	1	1	12	1	-24	1	3.2	0.8
Cc1cc(C(=O)Nc2ccccc2C(=O)O)c(C)o1	-4	-5	-5	-4	-10	-8	0.7	/
CCC(C)(C)NC(=O)C(c1ccccn1)N(C(=O)c1csnn1)c1ccc(C)cc1 (stereo not drawn)	-3	-1	-6	-1	-5	18	-4.5	-0.6
O=C1N/C(=N\S(=O)(=O)c2ccccc2)S/C1=C\c1cc([N+](=O)[O-])ccc1O	3	-4	4	-2	/	-9	1.2	0.1

A different layout for some results above:
molecule,DENV2 CPE,EWS-Fli block,GSIS activator,ERp5 inh,ARNT TACC3 PPI,PAX8 inh HTS,F508del corr,Xi reactivation
COCCCN(CC(=O)O)S(=O)(=O)c1cccc(Cl)c1,1,1,12,1,-24,1,3.2,0.8
Cc1cc(C(=O)Nc2ccccc2C(=O)O)c(C)o1,-4,-5,-5,-4,-10,-8,0.7,/
CCC(C)(C)NC(=O)C(c1ccccn1)N(C(=O)c1csnn1)c1ccc(C)cc1 (stereo not drawn),-3,-1,-6,-1,-5,18,-4.5,-0.6

The list goes on:
SMILES	DENV2 CPE	EWS-Fli block	GSIS activator	ERp5 inh	ARNT TACC3 PPI	PAX8 inh HTS	F508del corr	Xi reactivation
CCCC(=O)Nc1ccc2c(c1)C(=O)N(C)[C@H]1CC[C@H](CC(=O)NCC3CCCCC3)O[C@H]1CO2	-2	7	-5	-1	-6	-8	-3.8	0.4
C[C@@H]1CN([C@H](C)CO)C(=O)c2cccc(NS(=O)(=O)c3cccs3)c2O[C@@H]1CN(C)Cc1ccc(C(F)(F)F)cc1	-5	6	-8	-3	3	-10	1.8	-0.1
Cc1nn(Cc2c(F)cccc2Cl)c(C)c1NC(=O)C1CC1	/	/	-17	/	9	-2	/	0.1
CCN(C(=O)c1cc(OC)c(OC)c(OC)c1)C1CCCCC1	-3	-3	10	3	/	0	0.3	0.1
CCC(C)NC(=O)CCn1c(=O)c2cccn2c2ccc(F)cc21 (stereo not drawn)	-2	-16	0	-5	-3	-1	-0.5	0.2
CC(C)(C)SCCNS(=O)(=O)c1ccccc1	-4	-2	1	-6	-3	/	-0.5	/
COC(=O)C[C@H]1C=C[C@H](NC(=O)Nc2ccccc2OC)[C@@H](CO)O1	-3	7	11	-4	/	-18	3.0	-0.2
CC1(Oc2cccnc2Cl)CCN(Cc2ccc(OC(F)(F)F)cc2)C1 (stereo not drawn)	?	-2	34	2	/	8	-1.2	0.4
O=C(CC1SCCNC1=O)Nc1ccc(Cl)cc1 (stereo not drawn)	12	-22	-14	-4	-5	-38	-0.5	0.0
CCOC(=O)c1sc(NC(=O)Cc2ccccc2OC)nc1C	5	-11	8	1	-2	10	0.3	0.1
O=C(c1ccc(NS(=O)(=O)c2ccc(F)cc2)cc1)N1CCCCCC1	-4	9	-17	-3	-3	-6	0.2	0.0
Cc1ccc(C(=O)NC(C)C2CCCO2)o1 (stereo not drawn)	-4	0	6	-2	/	1	0.1	0.2
OC[C@@H]1CN(CCN2CCOCC2)C[C@H](n2cnc3c(NC4CCC4)ncnc32)O1	4	1	10	-3	/	9	-1.6	0.0
O=C(COC(=O)c1nc(-c2ccccc2)n(-c2cccc(C(F)(F)F)c2)n1)NCc1cccs1	?	-2	-22	0	-9	3	-1.1	0.1
CC(C)C[C@H]1CN(CCCC[C@H]2CNC(=O)C(=O)N2CCc2ccc(O)cc2)C(=O)C(=O)N1Cc1ccccc1	11	-2	14	2	/	0	-1.2	0.2
C#CCNC(=O)C1=C[C@@H](C)C[C@@H](OCc2ccc(CO)cc2)O1	13	-18	7	4	2	-36	1.7	0.1
CN(CCOc1ccc(Cl)cc1)C(=O)CN1C(=O)NC2(CCCCC2)C1=O	-5	-5	-5	-5	-5	27	1.7	0.2
CCOc1ccc(NC(=O)CN2CCc3cc4c(cc3C2)OCCCO4)cc1OCC	0	5	-22	-12	8	-12	-3.2	0.1
COc1ccc(C)cc1NC(=O)c1cccc(C(=O)Nc2cc(C)ccc2OC)n1	11	4	7	0	-5	12	1.4	0.0
COCCN1C(=O)CCC1(C)c1nnnn1-c1ccc2c(c1)OCCO2 (stereo not drawn)	-8	-6	-9	-1	/	-15	-0.1	-0.1

Arranged by count of non-hydrogen atoms (ascending): part of the list above
SMILES	DENV2 CPE	EWS-Fli block	GSIS activator	ERp5 inh	ARNT TACC3 PPI	PAX8 inh HTS	F508del corr	Xi reactivation
CCOC(=O)c1sc(NC(=O)Cc2ccccc2OC)nc1C	5	-11	8	1	-2	10	0.3	0.1
CC1(Oc2cccnc2Cl)CCN(Cc2ccc(OC(F)(F)F)cc2)C1 (stereo not drawn)	?	-2	34	2	/	8	-1.2	0.4
COc1ccc(C)cc1NC(=O)c1cccc(C(=O)Nc2cc(C)ccc2OC)n1	11	4	7	0	-5	12	1.4	0.0
CCCC(=O)Nc1ccc2c(c1)C(=O)N(C)[C@H]1CC[C@H](CC(=O)NCC3CCCCC3)O[C@H]1CO2	-2	7	-5	-1	-6	-8	-3.8	0.4

Other compounds:
SMILES	DENV2 CPE	EWS-Fli block	GSIS activator	ERp5 inh	ARNT TACC3 PPI	PAX8 inh HTS	F508del corr	Xi reactivation
COC(=O)CC1=NN(c2ccccc2)C(=O)C1	-6	2	-4	-3	-6	5	-1.3	0.1
CCOC(=O)CN1C(=O)[C@]2(OCCC=C[C@H]2C)c2c(Br)cccc21	-11	-23	16	8	/	-19	-1.1	0.3
C=C1CC2C3CC[C@@]4(OCOC45COCO5)[C@@]3(C)C(O)CC2[C@@]2(C)CCC(=O)C=C12 (stereo partly drawn)	/	/	-14	/	-6	64*	/	-0.1
O=C(Nc1ccc(Cl)cn1)c1cccc2c(Br)cccc12	-3	14	16	2	-5	-12	1.2	-0.1
CCCC(=O)N1CC2(CN(C)C2)c2c(n(C)c3cc(OC)ccc23)[C@H]1CO	-6	/	9	-10	/	/	0.7	0.3
N#Cc1ccc(-c2ccc([C@@H]3[C@H](CO)N4C(=O)CN(C(=O)C5CC5)C[C@@H]34)cc2)cc1	6	5	-1	5	/	3	3.2	0.0
COc1cccc(C(=O)NCC2(c3ccccc3)CCCC2)c1	0	3	-23	0	2	-1	-2.9	0.7
C[C@H](CO)N1C[C@H](C)[C@H](CN(C)C(=O)Nc2ccc3c(c2)OCO3)Oc2ccc(NC(=O)Cn3cnnn3)cc2CC1=O	42*	-17	3	-1	-13	14	-1.1	-0.1
C[C@@H]1CN([C@@H](C)CO)C(=O)c2cc(NS(=O)(=O)c3cccs3)ccc2O[C@@H](C)CCCCO[C@@H]1CN(C)C(=O)Nc1ccccc1	-5	-13	-23	2	-10	-7	-0.3	0.1
N#Cc1c(SCC(N)=O)nc2c(c1-c1ccc(O)cc1)CCCC2	-7	18	14	-1	-1	/	-2.1	/
O=C(/C=C/c1ccccc1)NC(=S)NNC(=O)c1cnccn1	-16	23	/	3	60*	31	-0.3	0.0
Cc1cc(=O)oc2c3c(cc(OCC(=O)N[C@@H](CC(C)C)C(=O)O)c12)OC(C)(C)CC3	0	8	4	4	-9	-12	3.2	0.3
COC(=O)[C@]12CCCCC=C1N(CCC1=CCCCC1)C(=O)[C@H](CC(=O)NCCCN1CCCC1=O)C2	10	5	-11	-12	/	0	2.7	0.1
O=C(NC1CCCC1)C1CCC(=O)N1C1CCCCC1 (stereo not drawn)	/	-9	2	2	0	4	1.6	0.6
COc1ccc(N2C(=O)C(CC(N)=O)N(NC(=O)CCc3ccccc3)C2=O)cc1 (stereo not drawn)	0	-3	-2	-5	-5	-11	0.2	-0.1
O=C(N/N=C/c1ccc(O)c2ccccc12)c1cccnc1	-3	4	4	2	-2	23	2.4	0.3
Clc1cccc(OCCCn2ccnc2)c1	7	15	15	0	-5	-24	1.1	0.0

Some entries already given, limited to ARNT TACC3 PPI and EWS-Fli block:
Molecule,ARNT TACC3 PPI,EWS-Fli block
O=C(/C=C/c1ccccc1)NC(=S)NNC(=O)c1cnccn1,60*,23
Cc1cc(=O)oc2c3c(cc(OCC(=O)N[C@@H](CC(C)C)C(=O)O)c12)OC(C)(C)CC3,-9,8

As entered above:
COc1cccc(C(=O)NCC2(c3ccccc3)CCCC2)c1 in F508del corr is entered as -2.9
CCCC(=O)N1CC2(CN(C)C2)c2c(n(C)c3cc(OC)ccc23)[C@H]1CO in GSIS activator is entered as 9
O=C(NC1CCCC1)C1CCC(=O)N1C1CCCCC1 (stereo not drawn) in F508del corr is entered as 1.6
N#Cc1ccc(-c2ccc([C@@H]3[C@H](CO)N4C(=O)CN(C(=O)C5CC5)C[C@@H]34)cc2)cc1 in DENV2 CPE is entered as 6
